# thrombin 1536 = inhibitors of human thrombin; alpha-thrombin, Boc-VPR-AMC fluorogenic substrate cleavage; inhibition, % at 5 µM; 220,000 compounds, 0.26% hits;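 active = inhibition at or above 40%; inactive = inhibition below 40%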;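 also: 0% = enzyme with no compound and 100% = wells without enzyme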
#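 Material: human alpha-thrombin protein; Also added: Boc-VPR-AMC substrate, 15 µM final; Timing: enzyme reaction carried out at room temperature; Signal: fluorescence, ex 355 nm, em 460 nm; Measure: % inhibition of thrombin; Controls: enzyme without compound as high, wells lacking enzyme as low.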
# hK5 inh = kallikrein 5 (human) inhibition. Q9Y337. recombinant hK5, fluorogenic AMC substrate cleavage. inhibition, % at 5 µM. 210,000 compounds, 0.59% hits. AID 873;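 active = inhibition of 40% or more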;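 also: 0% = enzyme controls without compound and 100% = no-enzyme blanks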
# Target sequence (Q9Y337 67-293 limits assumed): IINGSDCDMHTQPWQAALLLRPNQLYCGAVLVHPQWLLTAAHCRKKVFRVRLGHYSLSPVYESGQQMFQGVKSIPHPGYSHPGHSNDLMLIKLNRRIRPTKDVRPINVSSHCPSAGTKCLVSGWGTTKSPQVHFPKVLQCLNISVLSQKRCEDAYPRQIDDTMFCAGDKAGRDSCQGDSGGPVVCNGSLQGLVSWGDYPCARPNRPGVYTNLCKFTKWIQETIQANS
# PERK inh = human PERK inhibition, primary cell-based screen. Q9NZJ5. CHO PERK-DD fusion, SEAP luminescence translation reporter. inhibition, % at 5.6 µM. 220,000 compounds, 0.17% hits. AID 1416;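 active = inhibition above the mean inhibition of all tested compounds plus 3 SD, set separately per screening campaign, cut at about 2.9% in these data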;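 also: PERK kinase domain activated by AP20187 dimerizer at 100 nM; 0% = DMSO with dimerizer and 100% = rapamycin at 8.4 µM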
# KCC2 mod = modulates chloride dependent transport by human KCC2. Q9H2X9. KCC2 cells, thallium flux FluoZin-2 fluorescence. B-score of Tl+ flux slope (higher = more flux/activation; lower = inhibition) at 10 µM. 190,000 compounds, 2.2% hits. AID 1456;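 active = thallium flux slope and its plate-corrected score both differing from the plate sample mean at a set confidence after two filtering rounds, in either direction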;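 also: slope of fluorescence scaled to starting intensity during 10 to 20 s after thallium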
# Furin inh = blocks human furin protease activity | P09958 | purified furin, fluorogenic substrate cleavage | inhibition, % at 30 µM | 220,000 compounds, 0.061% hits | AID 463115; in the data active = inhibition above about 25%; also: inactives centre near -15
# Target sequence (P09958 108-714 limits assumed): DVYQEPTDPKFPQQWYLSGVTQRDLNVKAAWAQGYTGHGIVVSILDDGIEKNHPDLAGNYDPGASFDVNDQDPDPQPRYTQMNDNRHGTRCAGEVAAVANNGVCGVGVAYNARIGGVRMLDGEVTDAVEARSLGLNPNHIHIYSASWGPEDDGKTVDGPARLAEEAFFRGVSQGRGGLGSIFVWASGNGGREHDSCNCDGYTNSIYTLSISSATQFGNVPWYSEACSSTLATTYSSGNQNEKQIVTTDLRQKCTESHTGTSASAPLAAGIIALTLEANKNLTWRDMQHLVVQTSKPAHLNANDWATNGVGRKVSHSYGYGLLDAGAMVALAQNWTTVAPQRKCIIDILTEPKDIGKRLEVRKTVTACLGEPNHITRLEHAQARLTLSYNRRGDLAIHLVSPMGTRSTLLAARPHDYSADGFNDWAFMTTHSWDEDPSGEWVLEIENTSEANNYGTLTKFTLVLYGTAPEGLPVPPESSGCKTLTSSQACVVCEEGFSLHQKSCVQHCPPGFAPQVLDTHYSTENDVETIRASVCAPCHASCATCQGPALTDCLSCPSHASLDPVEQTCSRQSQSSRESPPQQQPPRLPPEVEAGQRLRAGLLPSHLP
# FXIa inh 1536 = blocks human coagulation factor XIa protease activity; P03951; purified FXIa, Boc-Glu-Ala-Arg-AMC fluorogenic substrate; inhibition, % at 5 µM; 220,000 compounds, 0.14% hits;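 active = inhibition of at least 40%; inactive = inhibition below 40%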;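 also: fluorescence of freed AMC excited at 355 nm; 0% = enzyme without compound and 100% = no enzyme blank; many of its hits are not listed in these tables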
# p97 ATPase inh = human p97 ATPase inhibition | AID 1481 | 220,000 compounds, 0.42% hits | inhibition, % at 8 µM | recombinant p97 ATPase, Kinase-Glo ATP luminescence, 3 h | P55072; in the data active = inhibition above about 15%;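 also: 0% = DMSO vehicle and 100% = wells lacking enzyme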
# Wee1 degr inh = blocks degradation of human Wee1 kinase | P30291 | HeLa Luc-Wee1K328M stability, luciferase luminescence; 100% = proteasome inhibitor MG132 effect | reporter increase, % at 5 µM | 220,000 compounds, 1.2% hits | AID 1321;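 active = activation above the mean of all tested compounds plus 3 SD, set per screening run, cut at about 8.8% in these data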;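 also: cells exposed to compound for 20 h before luminescence read; 0% = DMSO alone and 100% = MG132 at 30 µM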
# FXIIa inh = factor XIIa (human) inhibition. P00748. inhibition, % at 5 µM. 220,000 compounds, 0.3% hits. AID 800. purified FXIIa, Boc-QGR-AMC fluorogenic substrate, 2 h; in the data active = inhibition above about 40%;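 also: 0% = enzyme with no compound and 100% = blank without enzyme; many of its hits are not listed in these tables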
# * marks the source's active call; other numbers are inactive results; nt = no result given; [ ] = dose if it differs, or a comment.
1	COc1ccc(CSC2=CS(=O)(=O)c3ccccc3N2)cc1
2	O=c1[nH]c(N2CCc3ccccc3C2)nc2c1CCC2
3	C1=CCC(CN2CCNCC2)CC1 (stereo not drawn)
4	COc1ccccc1NC(=O)COn1nnc2ccc(S(=O)(=O)N3CCOCC3)cc21
5	CCN1CCN(Cc2ccc(NC(=O)Nc3ccc(SC)cc3)cc2)CC1
6	CC(C)CN1C(=O)c2ccc(NC(=O)c3ccccc3F)cc2C1=O
7	O=C(CCC(=O)OCc1cccc([N+](=O)[O-])c1)Nc1ccc(F)cc1
8	Cc1ccc2[nH]c(=O)c(CN(Cc3cccnc3)Cc3nnnn3CCN3CCOCC3)cc2c1

assay / compound	1	2	3	4	5	6	7	8
thrombin 1536	-2	-10	8	-2	-7	6	-2	4
hK5 inh	-12	0	18	-15	-3	-34	2	-20
PERK inh	-0.4	1.2	0.7	0.0	-0.2	0.0	0.2	0.7
KCC2 mod	-0.84	0.21	-1.9	-0.14	nt	-0.0041	0.78	-0.35
Furin inh	-15	-23	-9	-18	-19[20 µM]	-6[20 µM]	-21	-20[20 µM]
FXIa inh 1536	-6	-2	11	-6	-7	-1	4	8
p97 ATPase inh	1	8	-1	0	3	3	1	8
Wee1 degr inh	9.7*	6	-1	1	1	4	1	1
FXIIa inh	7	-1	19	-1	-5	12	11	7

# Profiles, looked up by structure. Screens in order: thrombin 1536	hK5 inh	PERK inh	KCC2 mod	Furin inh	FXIa inh 1536	p97 ATPase inh	Wee1 degr inh	FXIIa inh
# `Cc1ccc2[nH]c(=O)c(CN(Cc3cccnc3)Cc3nnnn3CCN3CCOCC3)cc2c1` is listed with 4	-20	0.7	-0.35	-20[20 µM]	8	8	1	7
# `O=c1[nH]c(N2CCc3ccccc3C2)nc2c1CCC2` is listed with -10	0	1.2	0.21	-23	-2	8	6	-1
# `CC(C)CN1C(=O)c2ccc(NC(=O)c3ccccc3F)cc2C1=O` is listed with 6	-34	0.0	-0.0041	-6[20 µM]	-1	3	4	12
# `O=C(CCC(=O)OCc1cccc([N+](=O)[O-])c1)Nc1ccc(F)cc1` is listed with -2	2	0.2	0.78	-21	4	1	1	11
# `CCN1CCN(Cc2ccc(NC(=O)Nc3ccc(SC)cc3)cc2)CC1` is listed with -7	-3	-0.2	nt	-19[20 µM]	-7	3	1	-5

# (next part)
9	COc1ccc(C)c(NC(=O)C2CC(=O)NC3=C2C(=O)CCC3)c1 (stereo not drawn)
10	NCc1nc(-c2ccc(Cl)cc2)no1
11	O=C(COC(=O)c1ccccc1O)Nc1cc([N+](=O)[O-])ccc1Cl
12	C[C@H](NC(=O)c1[nH]cnc1C(=O)Nc1ccc(CNC(=O)OC(C)(C)C)cc1)C(=O)OCc1ccccc1
13	O=C(C1CCCO1)N1CCN(C(=S)Nc2ccc(F)cc2)CC1 (stereo not drawn)
14	CCOC(=O)N1CCN(C(=O)CSc2ncccn2)CC1
15	Cc1ccc(S(C)(=O)=O)cc1S(=O)(=O)Nc1cccc(Cl)c1
16	COc1cc(/C=N/NC(=O)/C(=C\c2ccc([N+](=O)[O-])cc2)NC(=O)c2ccccc2)cc(OC)c1O

assay / compound	9	10	11	12	13	14	15	16
thrombin 1536	4	-11	-2	-5	-1	0	-5	-1
hK5 inh	-18	-6	-2	-9	-15	-10	-16	-5
PERK inh	-0.3	0.0	0.8	nt	1.2	0.3	1.1	0.9
KCC2 mod	0.56	1.3	nt	0.89	0.37	nt	0.93	0.038
Furin inh	-12	-29	-23	-26	-10	-9	0	-18[20 µM]
FXIa inh 1536	-4	-4	17	-4	7	6	4	2
p97 ATPase inh	4	-1	7	nt	5	-5	-1	12
Wee1 degr inh	-1	1	-3	nt	5	2	-2	0
FXIIa inh	-1	0	9	4	9	14	5	17

# Reprinted at random: 2 entries already listed.
13	O=C(C1CCCO1)N1CCN(C(=S)Nc2ccc(F)cc2)CC1 (stereo not drawn)
10	NCc1nc(-c2ccc(Cl)cc2)no1

assay / compound	13	10
thrombin 1536	-1	-11
hK5 inh	-15	-6
PERK inh	1.2	0.0
KCC2 mod	0.37	1.3
Furin inh	-10	-29
FXIa inh 1536	7	-4
p97 ATPase inh	5	-1
Wee1 degr inh	5	1
FXIIa inh	9	0

# Going on with the list.
17	O=C(O)C(Cc1c[nH]c2ccccc12)N1C(=O)C2C3c4ccccc4C(c4ccccc43)C2C1=O (stereo not drawn)
18	COc1ccc(C(=O)/C=C/c2ccccc2)c(O)c1
19	COc1ccc(CCN2C(=O)CC(C(N)=O)SC2=Nc2ccccc2)cc1OC (stereo not drawn)
20	Cc1noc(C)c1COC(=O)c1cccc(S(=O)(=O)N2c3ccccc3CC2C)c1 (stereo not drawn)
21	O=C1CC(SC2=NCCS2)C(=O)N1c1cccc(Cl)c1Cl (stereo not drawn)
22	CCc1ccc(C(=O)COC(=O)CNC(=O)CNC(=O)Cc2ccccc2)cc1
23	COc1ccc(CNCCC2(Cc3ccccc3)CC(C)N(C)CC2C)cc1OC (stereo not drawn)
24	CCOC(=O)N/N=C(/C)c1ccc([N+](=O)[O-])o1

assay / compound	17	18	19	20	21	22	23	24
thrombin 1536	nt	-12	-7	-3	0	-8	-10	4
hK5 inh	3	-1	-14	7	-17	7	-1	-22
PERK inh	0.2	1.1	-0.8	-2.4	1.7	2.5	0.0	0.5
KCC2 mod	-0.27	1.1	-0.044	-0.72	-0.14	-0.63	-0.043	0.16
Furin inh	-13	-17	-10	1	-23	-16	-24	4[20 µM]
FXIa inh 1536	6	-3	0	6	-7	-8	-3	0
p97 ATPase inh	6	2	2	-8	4	3	0	4
Wee1 degr inh	-1	0	1	-1	4	0	17*	-4
FXIIa inh	6	3	18	-3	-1	5	9	14

25	Cc1cc(C)c2c(-n3cccc3)c(NC(=O)OCc3ccccc3)sc2n1
26	CCN(CC)c1ncnnc1-c1ccccc1
27	O=C1CSC(c2ccccc2F)N1c1cc(Cl)ccc1O (stereo not drawn)
28	Cc1cc(C(=O)N2CCOCC2)ccc1[N+](=O)[O-]
29	COC(=O)N/N=C/c1ccc(-c2ccccc2Cl)o1
30	CCC(C)C(=O)Nc1nc(-c2ccc3c(c2)NC(=O)CO3)cs1 (stereo not drawn)
31	Cc1cccc(C)c1OC(=O)CN(c1ccc(Cl)cc1)S(C)(=O)=O
32	N#Cc1cc(Br)ccc1N=C1CCCN1c1ccccc1

assay / compound	25	26	27	28	29	30	31	32
thrombin 1536	0	-4	-4	6	-10	3	0	-1
hK5 inh	-15	-12	25	-3	0	3	-27	-5
PERK inh	-1.0	0.9	0.1	0.8	0.5	-1.2	0.5	-0.9
KCC2 mod	0.61	0.23	0.1	0.21	-1.9	0.7	-0.49	-1.5
Furin inh	-10	-10	-12	-26	-6	-13[20 µM]	-13[20 µM]	-24
FXIa inh 1536	14	10	-9	-3	0	5	4	6
p97 ATPase inh	-3	3	2	6	7	-6	-4	2
Wee1 degr inh	-2	0	4	-1	0	-1	-3	1
FXIIa inh	9	17	5	7	0	30	12	12

33	Cc1[nH]c2ccccc2c1C(=O)CN1CC(C)OC(C)C1 (stereo not drawn)
34	Cc1ccc(SCc2cn3cccnc3n2)cc1
35	O=C(NC1CCCCC1)c1cccc(COCC(F)(F)F)c1
36	O=C(CSc1nc(-c2ccccc2)cc(=O)[nH]1)Nc1ccccn1
37	CC(=O)Nc1cccc(-c2csc(NCc3ccco3)n2)c1
38	O=C(Nc1ccccc1)/C(=C\c1ccccc1)NC(=O)c1ccco1
39	N#C/C(=C\c1cccs1)C(=O)N1CCOCC1
40	Cc1nc(CNS(=O)(=O)c2cc(C)c(C)cc2C)cs1

assay / compound	33	34	35	36	37	38	39	40
thrombin 1536	-1	2	4	-2	-11	0	-2	-3
hK5 inh	-3	-8	4	-23	-17	-1	8	4
PERK inh	0.2	-0.3	-0.1	-0.1	-0.6	0.0	1.3	0.6
KCC2 mod	-0.053	0.25	-1.4	-1.8	-2.5	-0.38	0.72	-0.61
Furin inh	-24	-6[20 µM]	-12[20 µM]	-12[20 µM]	-8	-11	-5	-15[20 µM]
FXIa inh 1536	1	0	10	-10	-14	2	5	-5
p97 ATPase inh	10	4	-5	-8	1	7	1	-6
Wee1 degr inh	2	0	2	-2	-2	-1	-2	5
FXIIa inh	7	6	14	-7	-3	13	5	9

# (more compounds)
No.	structure	thrombin 1536	hK5 inh	PERK inh	KCC2 mod	Furin inh	FXIa inh 1536	p97 ATPase inh	Wee1 degr inh	FXIIa inh
41	CCCc1nnc(NS(=O)(=O)c2ccc(OC)cc2)s1	2	-10	-0.6	-0.093	-3	-2	-1	-3	5
42	Cc1nc2sc(C(c3cccs3)N3CCOCC3)c(O)n2n1 (stereo not drawn)	-4	-7	0.9	-0.73	-9	0	6	-3	12
43	CCOC(=O)N1CCN(C(=O)c2ccc3c(c2)N(CC)CCS3)CC1	4	37	-0.4	nt	-44	-1	-2	-3	9
44	Cn1c(=O)c2c(nc(Br)n2Cc2ccccc2Cl)n(C)c1=O	-4	-3	0.2	nt	-13	-4	-3	-1	-3
45	COc1ccccc1NC(=O)Nc1nnc(CC(=O)Nc2cccc(C)c2)s1	-2	1	-0.6	nt	-7	-5	-4	0	2
46	O=c1oc2ccccc2c2c1ncn2CCN1CCOCC1	5	-30	0.3	-0.63	-13[20 µM]	9	3	-1	22
47	CCCCOC(=O)/C(=C/C=C/c1ccccc1)NC(=O)c1ccccc1	5	-5	1.0	-3.1	-17	-5	-2	2	2
48	COc1ccc2c(c1)CCc1c(C(=O)Nc3c(C)n(C)n(-c4ccccc4)c3=O)noc1-2	1	0	0.0	-1	-18	3	1	3	12
49	C=CCNc1nnnc2c1sc1nc(N3CCOCC3)c3c(c12)CCCC3	-5	3	-1.3	0.049	-10	3	7	-3	5
50	CCOC(=O)c1oc2ccccc2c1CN1CCN(C)CC1	-4	-17	-0.4	2	-26[20 µM]	1	-3	2	6
51	C(=C\c1nc(N2CCCCCC2)c2ccccc2n1)/c1ccccc1	-10	-8	-0.3	-0.15	-2	5	1	0	12
52	CCC1=C(OC(=O)N(CC)CC)N2C(=O)OC(=NCc3ccccc3)[C@]2(C)[C@H]2C1=CC[C@H]1C(=O)N(c3ccccc3)C(=O)[C@H]12	1	1	nt	-0.047	-32	1	nt	nt	7
53	O=C(COc1cccc2ccccc12)N/N=C/c1ccccc1OCc1ccc(C(=O)O)cc1	3	-4	-0.2	-0.084	-20	-5	-1	-3	4
54	CCOC(=O)C1CCN(C(=O)c2ccc(N(C)S(=O)(=O)c3ccc(OC)cc3)cc2)CC1	-8	nt	0.9	-0.045	-15	-4	0	1	-3
55	Cc1ccccc1N1CC2=C(C1=O)C(c1ccccc1)NC(=O)N2C (stereo not drawn)	-2	0	-1.5	-0.17	-10	-1	7	-2	1
56	CNC(=S)N1N=C(c2ccccc2)CC1c1ccc(Br)cc1 (stereo not drawn)	-6	-24	-1.2	-0.63	-27[20 µM]	-1	1	-2	3
57	COc1ccc(-c2nc(=S)c3c([nH]2)Oc2ccc(C)cc2C3)cc1O	-8	-7	-1.7	4.6	6	-5	1	1	-2
58	O=C(Nc1ccccc1C(F)(F)F)c1cc2ncc(CCCl)cn2n1	-2	-12	0.7	-2	-22	2	-2	4	6
59	FC(F)(F)c1nnc(-c2ccccc2)nc1Oc1ccccc1	1	-22	1.1	-0.0018	-14[20 µM]	12	3	2	15
60	O=C1OCCC1Sc1ncnc2sccc12 (stereo not drawn)	-4	-5	1.1	0.14	-29[20 µM]	-16	3	-3	8
61	O=S(=O)(c1cccc(NC(=S)NCc2ccco2)c1)N1CCOCC1	0	-25	1.2	0.42	-8	4	5	2	8

# Bioassay records: PubChem, several laboratories
